Pf growth 96h: P. falciparum growth inhibition at 96 hour, primary screen for plastid delayed-death inhibitors; P. falciparum luciferase reporter growth, 96 h; Potency, µM (highest dose often 28.7 µM), for the others: at the top dose activity change, negative = inhibition, most hits filed as inhibitors; 6.9% of 320,000 active; AID 504834
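Luminescence readout: decreased luciferase signal marks inhibited growth of reporter-expressing P. falciparum in infected red cells (2% hematocrit, 0.05% parasitemia final), exposed to compound two generations (96 h, 37 C, 5% CO2).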
Sm TGR inh: blocks Schistosoma mansoni thioredoxin glutathione reductase | Q962Y6 | purified TGR, DTNB reduction, TNB absorbance 405 nm | Potency, µM (highest dose often 114 µM), without a hit: top-dose activity change, negative = inhibition, hits mostly inhibitors | 3% of 360,000 active | AID 485364; note: nearly all actives have a fitted effect of over 60% in size
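First, TGR (20 nM dispensed) and NADPH were mixed with compound. Second, a 15 min room-temperature incubation followed. Third, further NADPH and then DTNB were added to start the reaction. Finally, TNB absorbance was monitored kinetically.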
Pf growth 48h: inhibits P. falciparum growth in the first generation, 48 h; 5.9% of 310,000 active; P. falciparum luciferase growth in erythrocytes, 48 h; Potency, µM (highest dose often 28.7 µM), for the others: at the top dose activity change, negative = inhibition, most hits filed as inhibitors
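Cell-based growth assay: transgenic P. falciparum expressing firefly luciferase, cultured in red cells within RPMI 1640 containing 0.5% w/v Albumax, 24 mM bicarbonate and gentamycin. A drop in luciferase activity indicates inhibition.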
Tb PYK inh: T. brucei pyruvate kinase inhibition. Q57TT1. TbPYK enzyme, Kinase-Glo Plus ATP luminescence, 45 min. Potency, µM (series often up to 76.8 µM), inactives show at the top dose activity, negative = inhibition, usual class: inhibitors. 0.12% of 410,000 active. AID 624173; note: nearly all actives have a fitted effect of over 50% in size
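Readout: single end-point luminescence (Kinase-Glo Plus, 10 min). Reaction conditions were TbPYK/substrate plus 130 uM ADP, 45 min at RT, pH 7.2 TEA buffer. No-enzyme wells served as controls, and data were normalized before concentration-response fitting.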
HCV inhibitor: inhibitors of hepatitis C virus infection. Huh7.5.1 HCVcc-Cre infection, luciferase reporter, 44 h. Potency, µM (titrated, usually from 41.8 µM), for the others: at the highest dose activity change, negative = inhibition, usual class: inhibitors. 3.4% of 340,000 active. AID 651820
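Cells seeded at 1,000/well and cultured 4 h, then compounds added followed by HCVcc-Cre virus (~0.5 moi). After 44 h further culture, luciferase substrate was added, plates held 15 min at room temperature, and luminescence read for 15 sec.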
LmPK inh: blocks Leishmania mexicana pyruvate kinase activity. purified LmPK, Kinase-Glo ATP luminescence, 1 h. AID 1721. Q27686. Potency, µM (titrated, usually from 57.5 µM), for the others: top-dose activity change, negative = inhibition, usual class: inhibitors. 0.37% of 290,000 active
Target sequence (Q27686 whole entry, looked up): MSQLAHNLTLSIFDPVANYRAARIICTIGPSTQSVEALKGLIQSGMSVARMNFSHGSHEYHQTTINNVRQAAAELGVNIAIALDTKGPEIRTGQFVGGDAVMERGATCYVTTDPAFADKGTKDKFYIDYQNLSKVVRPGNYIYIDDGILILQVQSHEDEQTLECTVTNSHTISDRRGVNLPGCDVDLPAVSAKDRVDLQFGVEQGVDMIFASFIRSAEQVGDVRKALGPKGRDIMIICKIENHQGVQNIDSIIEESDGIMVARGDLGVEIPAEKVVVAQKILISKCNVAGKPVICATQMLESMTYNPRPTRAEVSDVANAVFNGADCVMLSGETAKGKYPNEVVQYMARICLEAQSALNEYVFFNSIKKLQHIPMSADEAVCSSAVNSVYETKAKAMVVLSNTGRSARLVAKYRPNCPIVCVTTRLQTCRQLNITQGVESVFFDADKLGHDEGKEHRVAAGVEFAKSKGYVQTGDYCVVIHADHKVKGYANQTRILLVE
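Pyruvate kinase activity monitored as ATP production (luciferase luminescence). Conditions: 0.1 nM enzyme, 0.5 mM PEP, 0.1 mM ADP, 1 h, RT; normalized against uninhibited and no-enzyme wells.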
The depositor's hits bear a star; u = inconclusive; x = not tested or not shown; & = joins results of further samples; ! = not active in a repeat; [ ] = remark or other dose. Calls come from the whole dose curve; as a rule, active = well fitted curve in the direction sought with a large enough effect; inconclusive = small, poorly fitted or top-dose-only effect, or another doubt; inactive = no such curve, though single readings can be large; an effect the other way counts as inactive or inconclusive. % is set by controls: 0 for no effect and ±100 for the full control effect; potency is the fitted concentration of half-maximal effect.

compound | Pf growth 96h | Sm TGR inh | Pf growth 48h | Tb PYK inh | HCV inhibitor | LmPK inh
O=C(NNC(=O)c1cccc(O)c1)Nc1ccc([N+](=O)[O-])cc1 | 28% | 10% | 1% | 3% | -3% | 6%
CN(C)S(=O)(=O)Oc1ccc(C(=O)Nc2cccc(C(F)(F)F)c2)cc1 | 1.7µM* | u | u | -10% | 11µM* | 7%
Cc1ccc(Cl)c(NC(=O)CN2CCNC(=O)C2)c1Cl | 17% | 6% | 7% | -2% | 20% | 2%
Oc1ccc(/C=N/NP(=S)(c2ccccc2)c2ccccc2)cc1 | x | -11% | 19% | -12% | 8% | 5%
NNC(=O)CSCc1ccc(Cl)cc1Cl | 0% | x | 2% | 2% | -4% | 4%
Cc1ccc(SCC(=O)c2c(C)nc3ccccn23)cc1 | 87%[activator] | -8% | 72%[activator] | -2% | u | -4%
COC(=O)[C@H]1Cc2cnoc2C[C@]1(C)C(=O)O | -28% | -5% | 6% | 1% | 4% | -6%
CS(=O)(=O)N1CCc2cc(C(=O)N3CCOCC3)ccc21 | 37%[activator] | 10% | 4% | 0% | 4% | 3%
CC(C)c1nccn1S(=O)(=O)c1cc([N+](=O)[O-])ccc1Cl | 12µM* | -8% | 6% | -17% | 4% | -3%
COc1cccc(C(=O)Nc2nc(-c3ccc(S(=O)(=O)N4CCOCC4)cc3)cs2)c1 | 2% | 4% | 12µM* | -3% | 10µM*! | 5%
CCOc1ccc(C(=O)/C=C/Nc2ccc(S(=O)(=O)Nc3cc(C)nc(C)n3)cc2)cc1 | -4% | -22% | 14% | 3% | 0% | -3%
O=C(CSc1ccc(-c2ccco2)nn1)Nc1cccc(F)c1 | u | 10µM* | 20% | u | u | 0%
O=C(NCc1ccccc1F)C1CCCN1C(=O)NCc1ccccc1 (stereo not given) | -21% | 18% | 0% | 0% | 25% | 0%
N#C/C(=C(/O)CN1CCOCC1)c1nc2ccccc2s1 | -3% | 4% | 12% | -4% | -1% | -7%
O=S(=O)(c1ccc(F)cc1)N1CC2CCCN2c2ccc(C(F)(F)F)cc21 (stereo not given) | u | 11% | u | -18% | u | 11%

Some entries already given, showing only LmPK inh and Sm TGR inh.
| Structure | LmPK inh | Sm TGR inh |
| --- | --- | --- |
| CCOc1ccc(C(=O)/C=C/Nc2ccc(S(=O)(=O)Nc3cc(C)nc(C)n3)cc2)cc1 | -3% | -22% |
| O=C(CSc1ccc(-c2ccco2)nn1)Nc1cccc(F)c1 | 0% | 10µM* |
| O=C(NCc1ccccc1F)C1CCCN1C(=O)NCc1ccccc1 (stereo not given) | 0% | 18% |

(list continues)
compound | Pf growth 96h | Sm TGR inh | Pf growth 48h | Tb PYK inh | HCV inhibitor | LmPK inh
CCOc1ccc(N2CC(C(=O)NCCc3ccc(OC)c(OC)c3)CC2=O)cc1 (stereo not given) | 36%[activator] | 0% | u | -1% | 0%&-3% | 2%
COc1ccccc1NS(=O)(=O)c1ccc2c(c1)N(C(C)=O)CC(C)S2 (stereo not given) | u | -21% | 27% | -3% | 4% | 5%
CCOP(=S)(OCC)SCC(=O)NC(C)(CC)C(=O)O (stereo not given) | 7.4µM* | 7% | x | -2% | 12% | 7%
CCOc1ccc(/C=N/NC(=O)NC23CC4CC(CC(C4)C2)C3)cc1O | -3% | -1% | u | 1% | u | 8%
O=C(CN(Cc1ccccc1)S(=O)(=O)c1ccc(F)cc1)NCc1ccncc1 | -12% | -19% | -8% | -5% | -2% | 1%
CC(=O)c1ccc(NC(=O)Cc2ccsc2)cc1 | 206%[activator] | 0% | 73%[activator] | -3% | -3% | 2%
CC(=O)NS(=O)(=O)c1ccc(NC(=O)c2cc(-c3ccc(C)c(C)c3)nc3ccccc23)cc1 | u | -13% | 53%[activator] | -3% | 12% | 2%
N#CCCNS(=O)(=O)c1ccc(C(=O)OCCCOC(=O)c2ccc(S(=O)(=O)NCCC#N)cc2)cc1 | 13% | 0% | 23% | 0% | 6% | -17%
Cc1nc(/C=C/c2ccccc2)[nH]c(=O)c1-c1ccccc1 | 241%[activator] | -11% | 184%[activator] | 0% | 4% | 1%
Cc1cc(NC(=O)c2c(Br)cnn2C)no1 | -2% | -13% | 28% | 0% | 6% | 1%
COc1cc(OC)cc(C(=O)OCC(=O)NC(c2ccccc2)c2ccccc2)c1 | 5% | -11% | -11% | -1% | u | x
CNC(=S)NNC(=O)CNc1ccc(C)c(Cl)c1 | u | -3% | 21% | u | -28% | 2%
CCOc1cc(-c2c(C#N)c(N)nc3c2CCCC3)ccc1O | u | -2% | -29% | -2% | 5% | -4%
CCC(C)NC(=O)c1ccccc1NC(=O)c1ccc(CSc2ccccc2)cc1 (stereo not given) | 0% | 2% | 12µM* | 3% | -6% | 4%
COc1cccc(-n2c(SCC(N)=O)nc3ccccc3c2=O)c1 | -1% | 0% | -3% | 4% | 11% | 6%

Reformatted with values under each structure: part of the list above
Values run as follows: Pf growth 96h, Sm TGR inh, Pf growth 48h, Tb PYK inh, HCV inhibitor, LmPK inh
- O=C(CN(Cc1ccccc1)S(=O)(=O)c1ccc(F)cc1)NCc1ccncc1
    -12%, -19%, -8%, -5%, -2%, 1%
- CC(=O)c1ccc(NC(=O)Cc2ccsc2)cc1
    206%[activator], 0%, 73%[activator], -3%, -3%, 2%
- CC(=O)NS(=O)(=O)c1ccc(NC(=O)c2cc(-c3ccc(C)c(C)c3)nc3ccccc23)cc1
    u, -13%, 53%[activator], -3%, 12%, 2%
- N#CCCNS(=O)(=O)c1ccc(C(=O)OCCCOC(=O)c2ccc(S(=O)(=O)NCCC#N)cc2)cc1
    13%, 0%, 23%, 0%, 6%, -17%

Continuation:
compound | Pf growth 96h | Sm TGR inh | Pf growth 48h | Tb PYK inh | HCV inhibitor | LmPK inh
CC(C)(C)c1ccc(C(=O)OCC(=O)N2CCC(c3ccccc3)=N2)cc1 | u | -7% | -24% | 2% | 3% | x
CN1CCN(C(=S)NC(=O)/C=C/c2cccs2)CC1 | 3% | 1% | -31% | -2% | -9% | -2%
CC(C)CCC(O)(c1ccccc1)C(CN1CCOCC1)c1ccccc1 (stereo not given) | 7% | -9% | 2.9µM* | 0% | u | -1%
O=C(CC(c1ccccc1)(c1ccccc1)c1ccccc1)N[C@@H](Cc1ccccc1)C(=O)O | 60%[activator] | -1% | 34%[activator] | 4% | 12% | -7%
CC(=O)N1CCCc2cc(S(=O)(=O)N3CCCC(C)C3)ccc21 (stereo not given) | u | -2% | -12% | -2% | 1% | 6%
Cc1nnc(SCc2ccccc2F)n1NCc1cccs1 | x | -3% | 29% | 3% | 5% | -10%
N#Cc1c(N)oc(-c2ccccc2)c1-c1ccccc1 | 0% | 4% | u | 0% | -4% | 2%
Cn1c(SCC(=O)Nc2sccc2C(N)=O)nnc1-c1ccncc1 | 0% | -13% | -17% | -5% | 2% | -4%
CN1C(=O)c2ccc(NC(=O)CCS(=O)(=O)c3ccccc3)cc2C1=O | 19% | 15% | 9% | -1% | 16% | -3%[11.5 µM]
COc1ccccc1C(=O)NNC(=O)c1ccc(Br)o1 | -2% | 1% | 109%[activator] | 6% | 15% | 1%
Cc1ccc(NC(=O)c2cc(S(=O)(=O)N3CCCC3)c[nH]2)c(C)c1 | -13% | 10%&0% | -4% | 4%&-13% | 6% | -5%
COCCCNC(=O)CCc1nc(-c2ccccc2Cl)no1 | 18% | -16% | 20% | 9% | 3% | 0%
CC1CN(S(=O)(=O)c2ccc(NC(=O)c3cc(-c4ccccc4O)n[nH]3)cc2)CC(C)O1 (stereo not given) | 0.93µM* | 7% | 1.7µM* | 2% | 8.9µM* | 0%
Cn1c(=O)c2[nH]c(-c3ccccc3O)nc2n(C)c1=O | 28% | 1% | 16% | x | 17% | 2%
COCCOC(=O)c1c(C)oc2ccc(OCC=C(C)C)cc12 | -9% | 16% | 18% | 0% | u | 5%
COc1ccc(-c2nn3cnnc3s2)cc1OC | 24% | -26% | 43%[activator] | -6% | -6% | 0%
O=C(CSc1nnc(Cc2cc(=O)[nH]c(=O)[nH]2)n1-c1ccccc1)N1CCCc2ccccc21 | -27% | -20% | -7% | 1% | -2% | 1%
CC1=NC(C(F)(F)F)(C(F)(F)F)C2=C(CC(C)(C)CC2=O)N1Cc1ccco1 | x | 2% | x | 6% | 13% | 3%
CCN(CC)S(=O)(=O)c1ccc(S(=O)(=O)N2CCCC(C(=O)NC3CC3)C2)cc1 (stereo not given) | u | 4% | 23% | 1% | -16% | -3%
O=C(NCCO)C1(c2ccccc2)CCCC1 | 1% | -3% | -3% | -7% | 15% | -3%
CN(Cc1ccccc1)C(=O)COc1ccc(N(C)S(=O)(=O)c2ccc(F)cc2)cc1 | u | 0% | u | -15% | u | 5%
O=C(CN1CSCC1=O)N1CCN(S(=O)(=O)c2cccc(F)c2)CC1 | 41%[activator] | 1% | 4% | -3% | -14% | x
Cc1ccc(CCN2CC(C(=O)NCCC(C)C)CC2=O)cc1 (stereo not given) | 10% | -25% | -20%[0.00184 µM] | -1% | 7% | -1%
O=c1cc(CCl)[nH]c2nc3ccccc3n12 | 45%[activator] | 22µM* | -1% | 2% | -2% | -11%
CCCCCCCCCCOC(=O)Cn1c(COc2ccc(C)cc2)[n+](C)c2ccccc21 | u | 9% | u | -17% | 32µM* | 1%
Cc1cc(C)c2nc(-c3cccnc3)cc(C(=O)NC(C)c3cnn(C)c3C)c2c1 (stereo not given) | u | 3% | u | 1% | 9% | -1%
O=C(c1ccc(Cl)cc1)N(Cc1cccs1)C1CCS(=O)(=O)C1 (stereo not given) | 19% | 3% | 3% | -7% | -8% | -2%
CC(C)(C)c1ccc(OCCC(=O)OCC(=O)NCc2ccccc2)cc1 | 8% | -6% | -10% | 1% | 2% | x
Cn1c(=O)c2c(SCC(=O)Nc3ccccc3F)nc(-c3ccccc3F)nc2n(C)c1=O | -1% | 0% | 9% | -12% | x | -4%
CCN(CC)CCN(Cc1cc2cc3c(cc2[nH]c1=O)OCO3)C(=S)NCC(C)C | 3.7µM* | 1% | u | -2% | u | 5%
COc1ccc(C(=O)Nc2ccc(NC(=O)c3cccs3)cc2)cc1[N+](=O)[O-] | -11% | -4% | 11% | -9% | 2% | -3%
COC(=O)C1CCN(c2ccc(Cl)nn2)CC1 | u | -1% | 1.5µM* | -7% | 2% | 1%
Cc1cccc2cncc(OCc3nnc(SC(F)F)n3C)c12 | 1% | -2% | -4% | 5% | 1% | -7%
Cc1ccccc1N=Nc1c(C)[nH]n(C(N)=S)c1=O | u | -6% | u | -10% | 25% | 2%
S=C(NCc1ccccc1)N1CCN(c2cccc(Cl)c2)CC1 | 30%[activator] | 2% | 5% | -4% | 14% | 8%
CSc1ccc(C(=O)C2CCCN(C)C2)cc1 (stereo not given) | u | 0% | 0% | -1% | 9% | 6%
COC(=O)c1ccc(OC(=O)c2ccc(OC)cc2)c(OC)c1 | 20% | 12% | 5% | 4% | 4% | 0%
O=C1NC2=C(C(=O)CCC2)C(c2ccccc2Cl)N1 (stereo not given) | 2.9µM* | -8% | -20%[0.00184 µM] | -14% | 11% | -4%
C/C(N)=C(/C#N)C(=O)COC(=O)COc1ccc(Cl)cc1 | 14% | 5% | -11% | -3%&-2% | 18%&-1% | -1%
Cc1cc(Sc2nnc(/N=C/N(C)C)s2)c2ccccc2n1 | u | 3.5µM* | u | -1% | u | 1%

From PubChem
